ELG1 repair inh: ELG1-dependent DNA repair inhibition | HEK293T ELG1-luciferase reporter, luminescence, 16 h; DNA damage induced by 5-fluorouridine | Potency, µM (titrated, usually from 46.1 µM), inactives show at the top dose activity change, negative = inhibition, most hits filed as inhibitors | actives 2.3% (n = 330,000) | AID 504467; note: potency is the fitted concentration of half-maximal effect; % is set by controls: 0 for no effect and ±100 for the full control effect; nearly all actives have a fitted effect of over 55% in size
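Overnight (16 hr) co-exposure of 2,000 cells/well to 5-fluorouridine and compound at 37 °C preceded detection. Luciferase was quantified via ONE-Glo luminescence; loss of signal denotes inhibition.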
NPC1 prom act: activates the NPC1 promoter; Potency, µM (doses to about 9.22 µM), for the others: at the top dose activation, hits mostly activators; Huh7 NPC1 promoter luciferase reporter, 24 h; actives 2.4% (n = 320,000);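 note: potency is the fitted concentration of half-maximal effect; % of control where 0% means no effect; nearly all actives have a fitted effect of over 60% in size; reporter is driven by a mutant NPC1 promoter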
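Readout is luciferase luminescence, reflecting NPC1 promoter activation in stably transfected Huh7 cells after 24 h compound exposure at 37 °C in reduced-serum medium with 10% FBS.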
RORg inh: blocks mouse ROR gamma transcriptional activity. Potency, µM (doses to about 53.6 µM), inactives show top-dose activity change, negative = inhibition, hits mostly inhibitors. Drosophila S2 Gal4-RORgamma UAS-luciferase reporter, 20 h. actives 5.4% (n = 310,000). AID 2551. P51450; note: potency is the fitted concentration of half-maximal effect; % is set by controls: 0 for no effect and ±100 for the full control effect; nearly all actives have a fitted effect of over 60% in size
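Stably transfected Drosophila Schneider cells are the test system, with ROR gamma fused to Gal4 and luciferase under UAS control; luminescence is read after 20 hr of 700 uM copper sulfate induction at ambient temperature.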
PKM2 activator: activators of human pyruvate kinase M2; P14618; purified PKM2, Kinase-Glo ATP luminescence, activation; response scale: 0% is enzyme alone, no compound; Potency, µM (titrated, usually from 57.5 µM), for the others: at the top dose activation, most hits filed as activators; actives 0.34% (n = 260,000); AID 1631; note: potency is the fitted concentration of half-maximal effect; % is set by controls: 0 for no effect and ±100 for the full control effect; nearly all actives have a fitted effect of over 55% in size
Target sequence (P14618 whole entry, looked up): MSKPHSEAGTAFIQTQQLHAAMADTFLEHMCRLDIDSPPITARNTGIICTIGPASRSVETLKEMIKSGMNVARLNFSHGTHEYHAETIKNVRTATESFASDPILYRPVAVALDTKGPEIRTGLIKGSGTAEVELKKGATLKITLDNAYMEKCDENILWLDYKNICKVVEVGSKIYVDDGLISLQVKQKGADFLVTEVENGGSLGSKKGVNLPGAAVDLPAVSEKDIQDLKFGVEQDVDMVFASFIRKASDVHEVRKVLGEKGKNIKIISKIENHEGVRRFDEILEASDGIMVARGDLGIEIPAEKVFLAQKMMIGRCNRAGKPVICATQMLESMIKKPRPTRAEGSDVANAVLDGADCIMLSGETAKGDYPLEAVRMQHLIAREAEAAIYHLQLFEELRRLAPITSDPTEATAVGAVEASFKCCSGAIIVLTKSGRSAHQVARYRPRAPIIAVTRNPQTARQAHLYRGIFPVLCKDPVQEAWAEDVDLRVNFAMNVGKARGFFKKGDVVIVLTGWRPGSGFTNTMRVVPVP
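ATP formation by purified human PK-M2, quantified via coupled luciferase luminescence after 1 h at room temperature with 0.1 mM ADP and 0.5 mM PEP final.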
KCNH2 3.1 inh: KCNH2 3.1 (human) potassium channel inhibition; U2OS KCNH2 3.1, thallium flux FluxOr; stronger effect = lower value; activity change, % (tested at about 1.8 µM); actives 0.95% (n = 340,000);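 active = maximum activity change below -70%; inconclusive = maximum activity change from -70% to -50%; inactive = maximum activity change above -50%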;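 note: thallium influx rate constant from kinetic fluorescence after stimulation buffer; % is set by controls: 0 for no effect and ±100 for the full control effect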
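Kinetic fluorescence (2 min after stimulation buffer) measures Tl+ influx through KCNH2 3.1 expressed by viral transduction in U2OS cells; the rate constant is normalized against DMSO controls serving as positive and negative references.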
Menin MLL FP TR: displaces Texas Red mutant MLL peptide from human menin; Potency, µM (titrated, usually from 61.6 µM), inactives show top-dose FP activity change, negative = inhibition, most hits filed as inhibitors; Menin + Texas Red MLL mutant peptide, fluorescence polarization; actives 0.23% (n = 270,000); O00255; active = well fitted inhibition curve with a large enough effect in the polarisation, with a control signal flat, not every such curve was filed as active; inconclusive = small, poorly fitted or top-dose-only effect, or effect the other way, or a change in a side signal; inactive = no such curve, though single readings can be large or run the other way; the % refers to the polarisation; note: potency is the fitted concentration of half-maximal effect; % of control where 0% means no effect; many of its hits are not listed in these tables
MBNL1 CUG block: blocks human MBNL1 binding to CUG repeat RNA. Potency, µM (highest dose often 57.5 µM), without a hit: at the highest dose activity change, negative = inhibition, most hits filed as inhibitors. actives 0.036% (n = 280,000). Q9NR56. TR-FRET MBNL1-His/biotin-(CUG)12 binding, 665/545 ratio; active = well fitted inhibition curve with a large enough effect in the signal ratio, with a control signal flat, not every such curve was filed as active; inconclusive = small, poorly fitted or top-dose-only effect, or effect the other way, or a change in a side signal; inactive = no such curve, though single readings can be large or run the other way; the % refers to the signal ratio; note: potency is the fitted concentration of half-maximal effect; % is set by controls: 0 for no effect and ±100 for the full control effect
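Compound titration spanned 92 nM–58 uM against the MBNL1-His/biotin-(CUG)12 complex. After 60 min at room temperature with 5 nM streptavidin-XL665 and 0.055 ng/ul terbium anti-His, ratiometric 665/545 nm emission (Ex 340 nm) normalized to controls.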
VP16 counter: inhibits Gal4-VP16 luciferase reporter, ROR gamma counter-screen. Drosophila S2 Gal4-VP16 UAS-luciferase, luminescence, 20 h. Potency, µM (series often up to 53.6 µM), without a hit: at the highest dose activity, negative = inhibition, usual class: inhibitors. actives 3.5% (n = 310,000);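 note: Gal4-VP16 expression switched on by copper sulfate through the metallothionein promoter; potency is the fitted concentration of half-maximal effect; % is set by controls: 0 for no effect and ±100 for the full control effect; nearly all actives have a fitted effect of over 50% in size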
Mito fusion act: mitochondrial division inhibition or fusion activation; S. cerevisiae fusion-defective mutant growth rescue, CellTiterGlo 48 h; Potency, µM (titrated, usually from 46.1 µM), for the others: top-dose growth rescue (activation), actives largely listed as activators; actives 0.23% (n = 320,000);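 note: potency is the fitted concentration of half-maximal effect; % of control where 0% means no effect; nearly all actives have a fitted effect of over 45% in size; temperature-sensitive fusion mutants such as fzo1-1 at 37 °C on non-fermentable ethanol glycerol medium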
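Luminescent cell viability in 1536-well qHTS format served as the measure of rescued growth in ts fusion-mutant S. cerevisiae cultured on non-fermentable YPEG for 48 hours at 37C.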
Rab9 prom act: Rab9 promoter activation. Huh7 Rab9 promoter-luciferase reporter, luminescence, 24 h. Potency, µM (series often up to 9.22 µM), inactives show at the top dose activation, negative = inhibition, actives largely listed as activators. actives 2.8% (n = 320,000); note: potency is the fitted concentration of half-maximal effect; % of control where 0% means no effect; nearly all actives have a fitted effect of over 60% in size
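Using Huh7 cells stably transfected with Rab9 promoter–luciferase, compounds were incubated 24 h at 37 °C, 5% CO2; luciferase luminescence was read 10 min after reagent addition.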
FLuc modulator: inhibits or activates purified firefly luciferase, miR-21 counter-screen | P08659 | AID 588342 | actives 6.9% (n = 360,000) | purified FLuc, Km substrates, luminescence inhibition | Potency, µM (series often up to 57.5 µM), without a hit: at the highest dose activity change, negative = inhibition, actives largely listed as inhibitors;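 note: potency is the fitted concentration of half-maximal effect; plate controls were vehicle for no effect and reference inhibitor for full effect; nearly all actives have a fitted effect of over 55% in size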
Target sequence (P08659 whole entry, looked up): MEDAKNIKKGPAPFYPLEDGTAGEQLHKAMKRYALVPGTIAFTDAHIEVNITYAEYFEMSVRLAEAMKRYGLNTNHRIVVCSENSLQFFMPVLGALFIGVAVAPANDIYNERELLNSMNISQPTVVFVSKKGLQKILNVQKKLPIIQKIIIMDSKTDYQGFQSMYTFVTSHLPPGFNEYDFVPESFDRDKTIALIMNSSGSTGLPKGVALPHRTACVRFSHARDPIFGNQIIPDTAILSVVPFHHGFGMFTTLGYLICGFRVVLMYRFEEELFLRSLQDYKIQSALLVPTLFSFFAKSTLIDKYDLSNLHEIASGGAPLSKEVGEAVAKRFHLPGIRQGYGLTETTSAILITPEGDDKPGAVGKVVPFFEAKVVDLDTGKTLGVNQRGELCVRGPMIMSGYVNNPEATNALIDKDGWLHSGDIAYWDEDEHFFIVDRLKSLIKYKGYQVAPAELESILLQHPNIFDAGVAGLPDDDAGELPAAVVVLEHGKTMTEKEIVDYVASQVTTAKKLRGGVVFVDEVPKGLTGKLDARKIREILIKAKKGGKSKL
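Purified P. pyralis luciferase (10nM final) with 10uM D-luciferin and 10uM ATP (Km levels) in 50mM Tris acetate pH 7.5, 10mM Mg acetate, 0.01% Tween-20, 0.05% BSA; qHTS 6-point titration, ~60 µM downward; luminescence read.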
Active calls of the source: *; ? = inconclusive; / = no result given; [ ] = another dose, or the depositor's remark. Unless noted, calls come from the whole dose curve; as a rule, active = well fitted curve in the direction sought with a large enough effect; inconclusive = small, poorly fitted or top-dose-only effect, or another doubt; inactive = no such curve, though single readings can be large; an effect the other way counts as inactive or inconclusive.

SMILES | ELG1 repair inh | NPC1 prom act | RORg inh | PKM2 activator | KCNH2 3.1 inh | Menin MLL FP TR | MBNL1 CUG block | VP16 counter | Mito fusion act | Rab9 prom act | FLuc modulator
O=C(O)CCn1[nH]c(=O)c2ccccc2c1=O | 4% | 2% | -2% | 5% | 6 | 2% | 15% | 3% | 0% | 0% | 0%
CCOC(=O)CCNC(=O)N1CCCC(CCC(=O)N(C)CCc2ccccn2)C1 (stereo unspecified) | -7% | -2% | -2% | -25% | -6 | -15% | -2% | 8% | 0% | -2% | -2%
COc1ccc(NC(=O)CSc2nncn2N)c(OC)c1 | -2% | 1% | 9% | 3% | 9 | 7% | 3% | -2% | -1% | 3% | -1%
COc1cc(C)nc(N(Cc2ccccc2)S(=O)(=O)c2ccccc2)n1 | 0% | -1% | -13% | -2% | -14 | 1% | 6% | 9% | 11% | -2% | 3%
CCOc1ccc(S(=O)(=O)NCC(c2ccc3c(c2)OCO3)N2CCN(C)CC2)cc1 (stereo unspecified) | -28% | -2% | / | / | -34 | / | / | / | -6% | -3% | 2%
O=C1CC(N(O)c2ccccc2)C(=O)N1Cc1ccccc1 (stereo unspecified) | 10% | 5% | 19% | 1% | 5 | 2% | -3% | 4% | 0% | 5% | 3%
CC(=O)Nc1cccc(Cn2cccn2)c1 | ? | 0% | 2% | 19% | / | 34%[activator] | 0% | 0% | -5% | -6% | 1%
CS(=O)(=O)C1=NN2C(=N)/C(=C\c3ccc(OC(=O)c4ccco4)cc3)C(=O)N=C2S1 | 0% | 1% | -25% | / | 7 | ? | 22% | 0% | -9% | -1% | ?
O=C1CCCN1c1ccc(S(=O)(=O)NCc2ccco2)cc1 | 0% | -2% | 0% | 6% | 5 | 3% | -5% | -2% | -2% | -9% | 4%
Cc1ccc(C(=O)N2CC(=O)NC(=O)C2)cc1 | -13% | -1% | -33% | ? | 16 | 0% | -3% | 2% | 0% | -1% | 1%
CC1CN(C(=O)/C=C/c2ccc([N+](=O)[O-])s2)CC(C)O1 (stereo unspecified) | ? | -5% | ? | 0% | -10 | 5% | ? | ? | -2% | -3% | -2%
N#CCCN(Cc1cccnc1)C(=S)Nc1ccc(OC(F)F)cc1 | 13% | -3% | 28% | -6% | 7 | 14% | -2% | -4% | -3% | -1% | -3%
O=C(Cn1c(C(F)(F)F)nc2ccccc21)N/N=C/c1ccco1 | -6% | -5% | -19% | 2% | -41 | -1% | 5% | 2% | -5% | -1% | -3%
CCOC(=O)c1nc(Nc2ccc(Nc3ccccc3)cc2)c2ccccc2n1 | 7.3µM* | -7% | 37% | 6% | -19 | ? | ? | -5% | 2% | -3% | ?
c1ccc(C2c3[nH]c4ccccc4c3CCN2Cc2cccn2-c2cccnc2)nc1 (stereo unspecified) | -7% | 1% | -29% | 6% | 8 | -12% | ? | ? | 11% | 8% | -11%
CCOC(=O)C1CCN(S(=O)(=O)c2c(C)noc2C)CC1 | 15% | -2% | -4% | 1% | -15 | / | -2% | -1% | -1% | 10% | 6%
CCC(CC)C(=O)Nc1ccc(Cl)c(Cl)c1 | -9% | -2% | 20% | 1% | -20 | 23% | -7% | 9% | -6% | -3% | ?
CN(C)c1ccc(/C=C/C=N/Nc2nc(N3CCOCC3)nc(N3CCOCC3)n2)cc1 | 8% | -3% | 2% | 17% | 14 | 3% | 22% | 1%[10 µM] | 21% | -9% | 1%
COc1ccc(NC(=O)CSc2nc3ccccc3nc2N2CCOCC2)c(OC)c1 | -6% | 2% | -14% | -2% | 0 | -16% | 4% | -3% | -3% | -2% | ?
CCOC(=O)C1=C(C)NC(SCC(=O)O)=C(C#N)C1c1ccco1 (stereo unspecified) | -3% | -5% | 3% | 2% | 3 | 1% | 2% | -5% | 1% | -7% | -2%

Ordered by length of the SMILES (falling): part of the list above.
SMILES | ELG1 repair inh | NPC1 prom act | RORg inh | PKM2 activator | KCNH2 3.1 inh | Menin MLL FP TR | MBNL1 CUG block | VP16 counter | Mito fusion act | Rab9 prom act | FLuc modulator
CS(=O)(=O)C1=NN2C(=N)/C(=C\c3ccc(OC(=O)c4ccco4)cc3)C(=O)N=C2S1 | 0% | 1% | -25% | / | 7 | ? | 22% | 0% | -9% | -1% | ?
CC1CN(C(=O)/C=C/c2ccc([N+](=O)[O-])s2)CC(C)O1 (stereo unspecified) | ? | -5% | ? | 0% | -10 | 5% | ? | ? | -2% | -3% | -2%
CC(=O)Nc1cccc(Cn2cccn2)c1 | ? | 0% | 2% | 19% | / | 34%[activator] | 0% | 0% | -5% | -6% | 1%

Some entries already given, limited to Rab9 prom act and VP16 counter:
molecule	Rab9 prom act	VP16 counter
CCC(CC)C(=O)Nc1ccc(Cl)c(Cl)c1	-3%	9%
CN(C)c1ccc(/C=C/C=N/Nc2nc(N3CCOCC3)nc(N3CCOCC3)n2)cc1	-9%	1%[10 µM]

Remaining list, next part.
SMILES | ELG1 repair inh | NPC1 prom act | RORg inh | PKM2 activator | KCNH2 3.1 inh | Menin MLL FP TR | MBNL1 CUG block | VP16 counter | Mito fusion act | Rab9 prom act | FLuc modulator
COc1ccccc1NC(=O)COC(=O)c1ccc2c(c1)nc(C)n2-c1ccccc1 | ? | 0% | 20% | 1% | -1 | -7% | / | 1% | 5% | -3% | -1%
S=C(NCc1ccccc1)N/N=C/c1cccs1 | ? | 3% | 0.4µM* | -4% | 19 | ? | 13% | 0.79µM* | -2% | -1% | 4%
CCCCn1c(N)c(N(CC(C)C)C(=O)Cc2ccc3c(c2)OCCO3)c(=O)[nH]c1=O | -3% | 2% | / | / | 35 | / | / | / | 0% | -5% | 4%
COc1ccc(-c2nnn(CC(=O)N(CCN3CCOCC3)C(C(=O)NC3CCCCC3)c3ccco3)n2)cc1 (stereo unspecified) | -2% | 0% | 0% | -11% | -16 | -12% | -5% | 3% | 2% | -8% | 0%
CS(=O)(=O)c1ccccc1C(=O)Nc1ccccc1Cc1ccccc1 | -9% | 0% | -6% | -5% | -14 | -4% | -3% | -15% | 9% | 4% | 2%
CCCCN(c1ccc(C(=O)OC)cc1)S(=O)(=O)c1ccccc1 | 2% | -1% | 3% | 7% | -12 | -27% | -4% | -4% | 13% | -1% | -1%
COc1cccc(OC)c1C(=O)Nc1nc(COc2ccccc2)cs1 | ? | 3% | -4% | 2% | -5 | 8% | 88%[activator] | -5% | 0% | -1% | ?
COC(=O)c1c(C)[nH]c(C(=O)COC(=O)Cn2cc(C(F)(F)F)ccc2=O)c1C | 6% | -1% | / | / | 3 | / | / | / | -3% | -5% | 5%
O=C(CSc1nc(Cc2ccccc2)nc2ccccc12)Nc1nc2c(s1)CCCC2 | 3% | 0% | ? | 0% | -5 | 1% | ? | ? | ? | 14% | -19%
Nc1nonc1N/N=C\c1ccccc1 | ? | -3% | 14% | 2% | -2 | / | 6% | -2% | -8% | -3% | -15%
CC(C)(C)OC(=O)NCCCC(CCCNC(=O)OC(C)(C)C)C(=O)O | -1% | 6% | -25% | 1% | -12 | 36%[activator] | -1% | -7% | -1% | -1% | 1%
COc1ccc(C(=O)Nc2cccc(/C(C)=N/NC(=O)c3ccc([N+](=O)[O-])cc3)c2)cc1OC | 24% | 7% | -5% | 0% | -5 | 42%[activator] | 3% | 7% | 2% | 2% | 5.4µM*
CC(C)CC(NC(=O)C1CCCCC1)C(=O)NCc1ccccn1 (stereo unspecified) | 8% | -1% | 1% | -3% | -3 | 10% | 10% | -5% | 2% | 4% | -2%
N#Cc1c(NC(=O)C2CC=CCC2C(=O)O)sc2c1CCCCCC2 (stereo unspecified) | -1% | 8% | ? | 0% | 24 | 7% | -9% | -1% | -3% | 0% | -18%
CCc1nc2ccccc2nc1N1CCN(S(=O)(=O)c2c(C)cc(Cl)cc2C)CC1 | ? | 3% | 20% | -2% | -5 | / | 3% | -18% | 9% | 0% | -3%
Cn1nc(C(=O)NCc2ccc(F)cc2)c2ccccc2c1=O | ? | -4% | 13% | 0% | -9 | -1% | 13% | 7% | 2% | -6% | 10%
Cn1cc(/C=C(\NC(=O)c2ccccc2Cl)C(=O)NCCN2CCOCC2)c2ccccc21 | -5% | -2% | -15% | / | 16 | / | ? | -16% | 1% | 0% | ?

Compound activity as filed in PubChem BioAssay.

The list is partial (hit frequency here may not be typical).
